APOBEC3G inh: APOBEC3G DNA deaminase inhibitors, primary screen, biochemical, fluorescence, single-stranded DNA substrate, uHTS; recombinant A3G, ssDNA deamination FAM/TAMRA fluorescence; 330,000 tested, 0.28% active; DNA dC->dU-editing enzyme APOBEC-3G (Homo sapiens), Q9HC16; inhibition, % at 20 µM;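 active means inhibition of at least 40% at 20 µM, with no more than 30% in the related APOBEC3A deaminase screen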;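 further: plate controls were DMSO wells with A3G for no effect and wells lacking A3G enzyme for full effect; some compounds called inactive have numbers as strong as hits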
Target sequence (Q9HC16 whole entry, looked up): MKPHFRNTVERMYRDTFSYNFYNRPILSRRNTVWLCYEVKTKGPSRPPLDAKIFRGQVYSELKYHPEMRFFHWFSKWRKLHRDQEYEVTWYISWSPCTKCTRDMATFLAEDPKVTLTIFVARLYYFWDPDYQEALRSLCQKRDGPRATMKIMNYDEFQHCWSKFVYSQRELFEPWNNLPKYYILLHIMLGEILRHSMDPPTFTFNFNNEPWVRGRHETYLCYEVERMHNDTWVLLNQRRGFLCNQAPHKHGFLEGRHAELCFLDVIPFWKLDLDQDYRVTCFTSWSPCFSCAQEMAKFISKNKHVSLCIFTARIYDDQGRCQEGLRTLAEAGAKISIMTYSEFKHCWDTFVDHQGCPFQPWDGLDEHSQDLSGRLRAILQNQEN
hIAP activ: human IAP activators, primary screen, biochemical, luminescence, uHTS | Intestinal-type alkaline phosphatase (Homo sapiens), P09923 | purified human IAP, CDP-Star luminescence, 30 min; active compounds read high; 1 = vehicle-only enzyme, 0 = enzyme-free background | activation factor at 10 µM | 330,000 tested, 0.16% active;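 active means activation factor of the enzyme at least 2-fold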; further: the source names both 10 and 20 µM as test concentration; values of inactives mirror those of a sister screen read the other way
Target sequence (P09923 whole entry, looked up): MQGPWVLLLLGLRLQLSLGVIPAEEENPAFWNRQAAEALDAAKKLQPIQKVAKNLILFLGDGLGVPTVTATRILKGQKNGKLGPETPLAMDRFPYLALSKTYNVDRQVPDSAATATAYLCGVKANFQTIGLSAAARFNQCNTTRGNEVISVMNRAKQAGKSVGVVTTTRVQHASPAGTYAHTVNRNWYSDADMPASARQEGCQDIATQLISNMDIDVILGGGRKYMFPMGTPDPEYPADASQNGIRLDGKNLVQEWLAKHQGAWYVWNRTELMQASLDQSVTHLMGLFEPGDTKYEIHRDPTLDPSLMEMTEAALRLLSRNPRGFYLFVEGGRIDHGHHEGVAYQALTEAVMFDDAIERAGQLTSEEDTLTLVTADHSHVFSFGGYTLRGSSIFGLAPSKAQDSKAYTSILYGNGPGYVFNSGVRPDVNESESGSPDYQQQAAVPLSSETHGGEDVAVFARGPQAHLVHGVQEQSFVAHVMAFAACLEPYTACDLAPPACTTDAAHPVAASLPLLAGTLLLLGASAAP
APOBEC3A inh: APOBEC3A ssDNA deaminase inhibitors, primary screen, selectivity assay for APOBEC3G inhibitor project, biochemical, FAM/TAMRA oligo cleavage fluorescence | DNA dC->dU-editing enzyme APOBEC-3A (Homo sapiens), P31941 | recombinant A3A, FAM/TAMRA ssDNA deamination fluorescence | inhibition, % at 20 µM | 330,000 tested, 0.41% active | AID 493011, 2011;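 active means at least 40% inhibition at 20 µM here, with at most 30% in a related deaminase screen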;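 further: plate controls were A3A with DMSO for no effect and wells lacking A3A enzyme for full effect; some results filed as inactive read as strong as hits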
Target sequence (P31941 whole entry, looked up): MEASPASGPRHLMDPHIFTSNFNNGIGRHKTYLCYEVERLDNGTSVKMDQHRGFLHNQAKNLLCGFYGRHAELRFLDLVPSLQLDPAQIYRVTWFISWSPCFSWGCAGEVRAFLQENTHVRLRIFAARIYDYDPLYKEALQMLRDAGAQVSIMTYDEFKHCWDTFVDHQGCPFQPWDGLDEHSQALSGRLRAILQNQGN
mIAP block: inhibitors of mouse IAP, primary screen, biochemical, luminescence, uHTS; purified mouse IAP, CDP-Star luminescence, 30 min; inhibition, % at 10 µM; 330,000 tested, 0.2% active;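 active means inhibition of at least 40% at 10 µM in the primary screen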;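 further: plate controls were DMSO with enzyme for no effect and no enzyme wells for full effect; values of inactives mirror those of a sister screen read the other way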
hIAP block: human IAP inhibitors, primary screen, biochemical, luminescence, uHTS. Intestinal-type alkaline phosphatase (Homo sapiens), P09923. purified IAP, CDP-Star luminescence, 30 min. inhibition, % at 10 µM. 330,000 tested, 0.12% active;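 active means inhibition reaching a set limit with compound at 10 µM in the primary screen, cut at about 35% in these data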;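 further: plate controls were DMSO wells with enzyme for no effect and no-enzyme buffer wells for full effect; values of inactives mirror those of a sister screen read the other way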
MPTP block: mitochondrial permeability transition pore inhibitors, primary screen, biochemical, isolated mouse mitochondria, absorbance | Ca2+ swelling absorbance, 30 min | inhibition, % at 10 µM | 360,000 tested, 1.4% active | AID 602449, 2012;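 active means inhibition of 50% or more, scaled per plate between neutral and stimulator controls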;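 further: 0% = DMSO wells given calcium and 100% = 1 mM EGTA wells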
beta cell repl: inducers of MIN6 beta-cell proliferation, primary screen, ATP luminescence, uHTS; MIN6 cells proliferation, ATPlite luminescence, 48 h; cells starved in 0.2% serum; 100% = growth in 10% serum; proliferation, % at 10 µM; 330,000 tested, 0.29% active; AID 2380, 2010;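 active means compounds whose signal lies at least 3.5 SD above the mean of all wells on their plate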;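 further: 0% = DMSO-treated cells in low-serum medium and 100% = 10% serum control; some compounds called inactive have numbers as strong as hits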
mIAP activ: activators of mouse IAP, primary screen, biochemical, luminescence, uHTS. activation factor at 10 µM. intestinal alkaline phosphatase [Mus musculus]. 330,000 tested, 0.24% active. AID 2805, 2010. muIAP, CDP-Star luminescence, 30 min; active compounds read high; 1 = vehicle-only enzyme signal, 0 = enzyme-free wells;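 active means activation factor of at least 2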; further: the source names both 10 and 20 µM as test concentration; values of inactives mirror those of a sister screen read the other way
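System: Mouse IAP enzyme | Also added: CDP-Star substrate | Dosing: Compounds dispensed in DMSO | Schedule: 30 min enzyme-substrate-compound incubation at room temperature | Technique: Chemiluminescence readout | Control set: DMSO-only wells and no-enzyme negative control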
GRIN3A LBD mod: binders of NR3A ligand-binding domain, primary screen, biophysical, differential scanning fluorimetry, uHTS; Glutamate receptor ionotropic, NMDA 3A (GRIN3A) ligand-binding domain; NR3A LBD differential scanning fluorimetry, Tm shift; 0% = protein alone, 100% = glycine-bound protein; Tm shift relative to glycine control, % at 25 µM; 340,000 tested, 2.5% active;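 active means melting temperature shift of at least 10% of the positive control shift, at one fixed dose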
* hit, by the source's call; nt = not tested or not shown.

The first 2 records (preview)
Fields – APOBEC3G inh	hIAP activ	APOBEC3A inh	mIAP block	hIAP block	MPTP block	beta cell repl	mIAP activ	GRIN3A LBD mod
Cc1[nH]c2ccccc2c1C(=O)COC(=O)C1CC(=O)N(Cc2ccccc2)C1 (stereo unspecified)
 : -4	1.2	-1	-11	-18	-2.4	-1	1.1	-1
Cc1cc(C(=O)OCC(=O)N2CC(=O)Nc3ccccc32)c(C)n1-c1ccccc1
 : -1	0.83	24	-5	17	2.3	1	1.1	-2

The whole of this part (from the top)
Fields – APOBEC3G inh	hIAP activ	APOBEC3A inh	mIAP block	hIAP block	MPTP block	beta cell repl	mIAP activ	GRIN3A LBD mod
Cc1[nH]c2ccccc2c1C(=O)COC(=O)C1CC(=O)N(Cc2ccccc2)C1 (stereo unspecified)
 : -4	1.2	-1	-11	-18	-2.4	-1	1.1	-1
Cc1cc(C(=O)OCC(=O)N2CC(=O)Nc3ccccc32)c(C)n1-c1ccccc1
 : -1	0.83	24	-5	17	2.3	1	1.1	-2
C=CCn1c(SCC(=O)Nc2nnc(CC)s2)nnc1-c1cccnc1
 : -10	0.93	-4	6	7	-0.9	-1	0.94	0
CC(=O)c1ccc(OCC(O)CN2CCc3ccccc3C2)cc1 (stereo unspecified)
 : -1	1.1	1	0	-9	0.1	-1	0.99	0
Cc1ccc(CSCCNC(=O)c2cccc([N+](=O)[O-])c2)cc1
 : -7	0.99	-1	3	1	6.9	0	0.97	1
Nc1nc(SCc2ccc(Br)cc2)n[nH]1
 : -10	1.4	-8	-1	-37	-1.3	-1	1	2
CCn1cc(C(=O)OCC(=O)Nc2ccc(S(=O)(=O)N3CCCC3)cc2)c(=O)c2ccc(C)nc21
 : -4	0.99	-1	2	1	0.2	3	0.97	-2
COc1cc(C)c(S(=O)(=O)NCc2ccc3c(c2)OCO3)cc1C
 : -3	1	-4	7	0	-0.4	-2	0.93	-2
Cc1[nH]c(=O)c(C#N)c(C)c1Br
 : -2	0.84	-2	-10	16	0.6	4	1.1	-2
CCCN1CCC(=O)N([C@H](CSc2ccc(C)cc2)c2ccccc2)CC1
 : -13	1.1	-7	-8	-15	1.9	-8	1.1	0
COc1cccc2cc(C(=O)OC(C)C(=O)c3ccc(C)cc3)c(=O)oc12 (stereo unspecified)
 : 0	1.1	-1	4	-10	0.5	1	0.95	3
CC1Sc2ccc(C(=O)Nc3ncccc3O)cc2NC1=O (stereo unspecified)
 : -7	1	-2	4	-5	2.1	1	0.96	-1
COc1ccc(N2CCN(C(=O)c3oc4ccccc4c3NC(=O)Cc3ccc(OC)c(OC)c3)CC2)cc1
 : -3	1.1	-3	-8	-7	-1.2	-2	1.1	-2
CC(=O)NC[C@H]1CN(c2ccc(N3CCOCC3)c(F)c2)C(=O)O1
 : -2	1.1	-2	5	-8	nt	-4	0.95	nt
CN(C)CCCN(C(=O)c1ccc(S(=O)(=O)N2CCc3ccccc3C2)cc1)c1nc2c(F)cccc2s1
 : -6	1.1	-2	8	-8	1.8	-8	0.92	-4
O=c1cc[nH]c2ccc([N+](=O)[O-])cc12
 : -1	1.1	1	3	-8	4.9	-3	0.97	-1
Cc1ccc(NC(=O)C(C)OC(=O)Cn2[nH]c(=O)c3ccccc3c2=O)cc1 (stereo unspecified)
 : -7	1.1	-1	-2	-10	-0.5	-2	1	-2
CCN(c1ccccc1)S(=O)(=O)c1cc2c(cc1C)N(C)CCO2
 : 11	1	0	-1	0	2.0	-4	1	2
CCCCn1c(N)c(N(CCOC)C(=O)c2ccco2)c(=O)[nH]c1=O
 : -12	1.1	-4	7	-10	-0.8	5	0.93	1
O=C(Nc1nnc(CC(=O)N2CCOCC2)s1)c1cccs1
 : -5	0.95	-2	-6	5	-0.2	0	1.1	0
O=C(CCNC(=O)c1ccc(Cl)cc1)Nc1ccc(S(=O)(=O)N2CCOCC2)cc1
 : -7	0.94	-1	-4	6	0.6	-4	1	1
C[C@@H]1CN(Cc2cn(C)nc2-c2cccc(Cl)c2)C[C@H](C)O1
 : -4	1	-1	-2	0	-2.5	0	1	2
CC(NC(=O)C1CCN(S(=O)(=O)N2CCC3(CC2)OCCO3)CC1)c1ccccc1 (stereo unspecified)
 : 4	0.98	4	-4	2	-0.8	0	1	-2
CCOc1ccc(/C(O)=C/C(=O)C(=O)Nc2ccc(S(=O)(=O)NC(C)=O)cc2)cc1
 : -4	0.96	2	2	4	-1.2	-1	0.98	-2
COc1cc(NC(=O)NS(=O)(=O)c2ccc(C)cc2)cc(OC)c1
 : -9	0.92	-4	11	8	2.5	1	0.89	0
CCn1c(=S)sc2c(=O)n(CC(=O)NCCCc3ccccc3)c(C)nc21
 : -3	1.3	0	-4	-27	0.6	-3	1	-4
C=CCOc1ccc(Br)cc1CNCC
 : 2	0.98	6	11	2	0.0	0	0.89	-3
CCCCn1c(N)c(N(CCOC)C(=O)c2sc3ccccc3c2Cl)c(=O)[nH]c1=O
 : -8	1	0	0	-3	-1.5	-1	1	4
COc1ccc(/C=N/Nc2nc(-c3cccnc3)nc3ccccc23)c(OC)c1
 : -3	0.89	-3	-22	11	4.0	-4	1.2	5
OC1CCN(Cc2ccc(OCc3ccccc3)cc2)CC1
 : -7	0.98	-7	2	2	0.3	-3	0.98	-1
COc1cccc(-c2c(C(=O)N/N=C/c3cccs3)nnn2-c2nonc2N)c1
 : -3	0.92	4	5	8	-0.1	1	0.95	-9
CCOC(=O)c1cc(CC)sc1NC(=O)c1cccc(N2C(=O)CCC2=O)c1
 : -2	1	-1	-4	-3	22	0	1	-5
O=c1c2[nH]c3ccc(Br)cc3c2ncn1Cc1ccncc1
 : 0	1.1	-1	1	-10	nt	-1	0.99	0
CCOc1ccccc1N(CC(=O)NC(C)(C)C)C(=O)Cn1nnc(-c2ccc(C)o2)n1
 : -3	0.95	0	-7	5	0.3	1	1.1	-1
CCOc1ccc(C2C(C(=O)c3cccs3)=C(O)C(=O)N2Cc2cccnc2)cc1 (stereo unspecified)
 : -6	0.95	-1	-7	5	-1.3	-3	1.1	0
Cc1cccc(N(CC(=O)NC2CCCC2)C(=O)CCC(=O)Nc2ccccn2)c1
 : -1	1	1	-12	-5	1.3	-1	1.1	1
O=C(NCCCn1ccnc1)C1CCCN(S(=O)(=O)c2cc(Cl)ccc2Cl)C1 (stereo unspecified)
 : -5	1.1	0	1	-9	0.1	-2	0.99	3
CC(C)c1ccc(CNC(=O)C(=O)NCCCn2ccnc2)cc1
 : -5	1.2	-6	-21	-15	-1.3	-3	1.2	-1
Cc1cccc(NC(=O)/C=C/c2cccs2)n1
 : -6	0.97	0	4	3	-1.6	-5	0.96	1
CC1CCN(C(=O)CN2C(=O)COc3ccc(Cl)cc32)CC1
 : -8	0.96	-5	4	4	0.5	-3	0.96	0
O=c1[nH]cnc2scc(-c3ccc(Br)cc3)c12
 : -4	0.98	-2	6	2	-2.5	5	0.94	0
CCCCN1C2=NC(c3ccccc3)CN2c2ccccc21 (stereo unspecified)
 : -6	1.2	-1	-11	-19	7.1	0	1.1	1
O=C(NC1CCCCC1)C12CC3CC(C1)CC(n1cncn1)(C3)C2
 : 5	0.99	-3	0	1	-4.6	0	1	1
COc1ccccc1S(=O)(=O)c1ccccc1[N+](=O)[O-]
 : -4	1	-1	7	-3	1.0	-2	0.93	7
COC(=O)c1ccc(Cn2cnc3ccccc3c2=O)cc1
 : -7	0.86	-5	2	14	1.1	0	0.98	0
NC(N)=N/N=C/c1ccc(OCc2ccccc2)c(OCc2ccccc2)c1
 : -10	0.93	-2	7	7	2.4	0	0.93	-1
COc1ccc(C(=O)NNc2ccccc2)cc1
 : -8	0.95	-3	2	5	-0.9	1	0.98	2
COc1ccc(OC)c(S(=O)(=O)Nc2ccc3oc(C)c(C(C)=O)c3c2)c1
 : -1	1.1	1	-2	-7	-0.8	0	1	-1
Cc1cc(Cl)nc(Cl)c1C(=O)NCCc1ccccc1
 : -2	0.92	-1	-5	8	-0.8	-1	1.1	4
COc1ccc(C)cc1NC(=O)CCN1CCN(C/C=C/c2ccccc2)CC1
 : -8	1.2	-6	2	-18	0.0	-2	0.98	0
CCc1nc(SCC(=O)N2c3ccccc3CC2C)c2c(C)c(C)sc2n1 (stereo unspecified)
 : 10	0.9	0	0	10	3.5	-3	1	-2
CCC(CO)Oc1cc(NCc2ccccc2F)c2ncn(C(C)C)c2c1 (stereo unspecified)
 : -8	1.1	-5	-10	-10	-0.4	-1	1.1	1
CN(C)CCNC(=O)Cn1nc(C(F)F)cc1C1CC1
 : -6	0.87	-4	1	13	-0.8	1	0.99	0
COC(=O)CN1C(=S)N(Cc2ccccc2)C(=O)C1CC(=O)Nc1ccc(OC)cc1 (stereo unspecified)
 : -2	0.91	-1	3	9	-0.7	0	0.97	0
CC(C)(C)OC(=O)NCCCCCc1nnc(SCc2ccc(F)cc2)o1
 : 3	1.1	4	-6	-12	4.1	-2	1.1	-1
Nc1n[nH]c(CCCO)n1
 : -2	0.95	2	14	5	0.2	0	0.86	-1
CCC(C)(C(=O)NC1CCCC1)N(C(=O)c1cnccn1)c1ccccc1 (stereo unspecified)
 : -1	1.1	1	-10	-10	-1.4	-3	1.1	-1
N#C/C(=C(/O)CSc1ccccn1)c1nc2ccccc2s1
 : -5	0.96	2	-3	4	2.1	-5	1	-23
COc1cc(C)ccc1OCCCOc1ccccc1Cl
 : 1	0.83	-5	4	17	0.7	-2	0.96	-17
CC(C)C(=O)c1cn(CC(=O)NCc2ccc3c(c2)OCO3)c2ccccc12
 : 1	1.1	1	-11	-6	-5.4	3	1.1	4

Next part:
Fields – APOBEC3G inh	hIAP activ	APOBEC3A inh	mIAP block	hIAP block	MPTP block	beta cell repl	mIAP activ	GRIN3A LBD mod
COC(=O)c1ccc(OC)c(OC2CCCC2)c1
 : -7	1.1	3	-3	-15	1.2	6.6*	1	0
Cc1ccc(N(CC(=O)Nc2cccc(C)c2)S(=O)(=O)c2cccc3nonc23)cc1
 : 2	0.91	2	10	9	-2.1	-1	0.9	-5
CC(Cc1ccc(O)c(O)c1)C(C)Cc1ccc(O)c(O)c1 (stereo unspecified)
 : 3	1.1	3	58*	-14	nt	-8	0.42	24*
Cc1ccnc(NC(=O)c2ccc(S(=O)(=O)c3ccccc3)cc2)c1
 : -5	1.2	-3	-1	-19	1.2	-1	1	-5
COC(=O)c1ccc(NC(=O)COc2ccc(C3C(C#N)=C(N)Oc4c3ccc3ccccc43)cc2OC)cc1 (stereo unspecified)
 : -7	0.86	-3	2	14	2.6	-6	0.98	-1
CCN(CC)c1nc2c(s1)C(=O)NCCC2
 : 0	0.97	0	-5	3	-0.6	-2	1	1
CC1(C)CC(=O)C(C=NC2CCCCC2)=C(O)C1
 : -5	0.98	-3	-13	2	-2.4	-1	1.1	-2
O=c1cc(-c2c(O)c3ccccc3n(Cc3ccccc3)c2=O)[nH][nH]1
 : -10	1.3	-1	5	-30	-0.7	-1	0.95	-3
COc1cc2ncnc(NCc3ccccc3F)c2cc1OC
 : -5	1.2	1	0	-22	1.4	-1	1	-2

Screening results from PubChem BioAssay.
